Source: PubChem BioAssay
GLP1R ag: qHTS of GLP-1 Receptor Agonists; Glucagon-like peptide 1 receptor (Homo sapiens), P43220; HEK293 GLP-1R CRE-luciferase, luminescence, 4-6 h; cells express a hypersensitive GLP-1R form; Potency, µM (doses to about 45.6 µM), for the others: at the highest dose activation, most hits filed as activators; actives 0.007% (n = 380,000); further: potency means the concentration at half of the fitted maximal effect; % of control where 0% means no effect
Target sequence (P43220 whole entry, looked up): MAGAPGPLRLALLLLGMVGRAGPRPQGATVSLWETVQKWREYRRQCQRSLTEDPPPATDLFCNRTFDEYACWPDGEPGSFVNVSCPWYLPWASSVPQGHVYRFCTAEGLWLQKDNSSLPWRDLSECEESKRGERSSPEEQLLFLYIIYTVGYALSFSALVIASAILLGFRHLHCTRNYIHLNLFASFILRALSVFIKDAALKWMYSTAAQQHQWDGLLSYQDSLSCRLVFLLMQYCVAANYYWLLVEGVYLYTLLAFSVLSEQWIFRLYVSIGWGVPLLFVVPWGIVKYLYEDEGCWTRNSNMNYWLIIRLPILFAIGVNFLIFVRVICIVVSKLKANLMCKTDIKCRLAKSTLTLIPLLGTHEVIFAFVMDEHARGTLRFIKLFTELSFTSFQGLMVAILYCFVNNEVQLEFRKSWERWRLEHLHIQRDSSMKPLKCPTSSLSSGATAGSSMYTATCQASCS
IL1B secr inh: qHTS for Inhibitors of Inflammasome Signaling: IL-1-beta AlphaLISA Primary Screen | actives 4.7% (n = 360,000) | THP-1 LPS/ATP IL-1B secretion, AlphaLISA, 16 h; active compounds read low | AID 743279, 2014 | activity change, % at 57.5 µM; in the data active means activity change below about -50%; inconclusive means mostly about -30% to -49%; further: on the % scale 0 is the no-effect control and ±100 the full control effect
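THP-1 cells pretreated 1 hr with compounds (up to 57.5 uM final), then stimulated with LPS (250 ng/mL final) plus ATP (1.25 mM final); secreted IL-1B measured by AlphaLISA after 16 hr, decreased signal indicating inhibition.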
HT1080-NT tox: qHTS for induction of synthetic lethality in tumor cells producing 2HG: qHTS for the HT-1080-NT fibrosarcoma cell line; HT-1080-NT fibrosarcoma viability, CellTiter-Glo ATP luminescence, 48 h; Potency, µM (series often up to 46.1 µM), for inactives: at the highest dose activity, negative = less viability, actives largely listed as cytotoxic; actives 1.6% (n = 360,000);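 further: NT is the 2HG producing partner of a matched IDH1 knockdown line; potency means the concentration at half of the fitted maximal effect; 0% = DMSO-treated cells and -100% = media-only wells without cells; nearly all actives have a fitted effect of over 55% in size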
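HT-1080-NT; 750 cells/well; 5% FBS RPMI; 48 h compound, 37 degrees C; CellTiter-Glo luminescence; curve fitting and curve-class assignment.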
D3 antag: qHTS of D3 Dopamine Receptor Antagonist: qHTS; D3R cells, DiscoveRx beta-arrestin luminescence, antagonist mode; active compounds read low; D(3) dopamine receptor (Homo sapiens), P35462; AID 652054, 2013; max response, negative = inhibition, %; actives 2.5% (n = 360,000); in the data active means max response below about -50%; inconclusive means no clear call, values can overlap the other calls; further: on the % scale 0 is the no-effect control and ±100 the full control effect; mostly tested at two doses, the higher about 12 µM
Target sequence (P35462 whole entry, looked up): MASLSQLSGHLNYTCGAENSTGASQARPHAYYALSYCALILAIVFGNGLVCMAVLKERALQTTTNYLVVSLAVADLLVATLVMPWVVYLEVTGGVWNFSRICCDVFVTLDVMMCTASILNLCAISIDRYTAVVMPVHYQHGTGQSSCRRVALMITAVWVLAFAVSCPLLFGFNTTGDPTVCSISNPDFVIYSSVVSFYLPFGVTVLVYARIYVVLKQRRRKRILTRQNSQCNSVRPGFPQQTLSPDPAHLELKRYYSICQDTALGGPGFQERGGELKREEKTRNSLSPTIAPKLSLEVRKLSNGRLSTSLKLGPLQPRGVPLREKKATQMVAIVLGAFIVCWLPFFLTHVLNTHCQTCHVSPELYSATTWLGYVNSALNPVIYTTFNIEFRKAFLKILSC
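Cells plated overnight at 1500 cells/well, then exposed to library compounds with dopamine controls for 90 minutes at 37 degrees C. DiscoveRx reagent added for 30–60 minutes at room temperature; luminescence read, quantitative HTS format.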
HT1080 IDH1KD tx: qHTS for induction of synthetic lethality in tumor cells producing 2HG: qHTS for the HT-1080-IDH1KD cell line. HT-1080 IDH1 knockdown viability, ATP luminescence, 48 h. AID 686971, 2013. Potency, µM (top dose mostly 46.1 µM), for inactives: top-dose activity, negative = toxicity, actives largely listed as cytotoxic. actives 2% (n = 360,000);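 further: potency means the concentration at half of the fitted maximal effect; 0% = DMSO wells and -100% = cell-free medium wells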
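IDH1KD HT-1080 cells, 750/well, RPMI + 5% FBS; compound pinned after 2 h settling; 48 h, 37 °C; CellTiter-Glo luminescence; % activity normalised to DMSO and no-cell wells; curves fitted, classed by r2 and efficacy.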
DRD3 agonist: qHTS of D3 Dopamine Receptor Agonist: qHTS | max activation, % | D(3) dopamine receptor (Homo sapiens), P35462 | actives 0.58% (n = 410,000) | D3R DiscoveRx beta-arrestin cells, luminescence, 90 min; in the data active means max activation above about 30%; further: 0% is about no effect; mostly tested at two doses, the higher about 12 µM
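Cells at 1500/well, incubated overnight, then treated with pinned compounds (dopamine as control) for 90 min at 37 degrees C. DiscoveRx reagent added for 30 - 60 minutes at room temperature; luminescence read.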
KB-V1 MDR tox: qHTS assay for MDR1-selective chemotherapeutics: Primary screen using the drug-selected MDR subline cells KB-V1. actives 3.4% (n = 400,000). KB-V1 MDR cells viability, CellTiter-Glo, 72 h. AID 1347076, 2019. Potency, µM (titrated, usually from 46.1 µM), for inactives: at the highest dose activity change, negative = cytotoxicity, most hits filed as cytotoxic; further: potency means the concentration at half of the fitted maximal effect; on the % scale 0 is the no-effect control and ±100 the full control effect; nearly all actives have a fitted effect of over 60% in size
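In this primary screen, KB-V1 cells overexpressing P-gp are incubated with library compounds (lowest to highest concentration) for 72 h at 37 degrees C before a luminescent ATP viability read.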
SW480 rerep: A quantitative high throughput screen for small molecules that induce DNA re-replication in SW480 colon adenocarcinoma cells | SW480 DNA re-replication, Hoechst DNA content imaging, 48 h | Potency, µM (doses to about 46.1 µM), for the others: at the top dose re-replication activation, actives largely listed as activators | actives 1.8% (n = 340,000); further: potency means the concentration at half of the fitted maximal effect; % of control where 0% means no effect; nearly all actives have a fitted effect of over 55% in size
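SW480 cells exposed to compounds for 48 hr at 37 C, 5% CO2, then Hoechst-stained 40 min. Nuclear DNA content imaged by fluorescence scanning (405 nm excitation, 500-530 nm emission); re-replication scored as increased high-intensity nuclei.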
KB-3-1 cytotox: qHTS assay for MDR1-selective chemotherapeutics: Primary screen using the parental adenocarcinoma cell KB-3-1; Potency, µM (highest dose often 46.1 µM), for inactives: top-dose activity change, negative = cytotoxic, most hits filed as cytotoxic; actives 1.4% (n = 400,000); KB-3-1 viability, CellTiter-Glo ATP luminescence, 72 h; further: potency means the concentration at half of the fitted maximal effect; on the % scale 0 is the no-effect control and ±100 the full control effect; nearly all actives have a fitted effect of over 60% in size
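Cytotoxicity measured as CellTiter-Glo luminescence after 72 h at 37 C. Compound titrations were pinned onto drug-naive KB-3-1 parental adenocarcinoma cells grown in DMEM with 10% FBS, and normalized data fitted to concentration-response curves.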
An asterisk follows results filed as active; ? = inconclusive; / = not tested or not shown. Unless noted, the call rests on the fitted dose curve; in most records, active means well fitted curve in the direction sought with a large enough effect; inconclusive means small, poorly fitted or top-dose-only effect, or another doubt; inactive means no such curve, though single readings can be large; an effect the other way counts as inactive or inconclusive.

Molecule,GLP1R ag,IL1B secr inh,HT1080-NT tox,D3 antag,HT1080 IDH1KD tx,DRD3 agonist,KB-V1 MDR tox,SW480 rerep,KB-3-1 cytotox
O=C(c1ccncc1)N1CCc2ccccc2C1,-4%,0,0%,4,1%,1,22%,-16%,5%
Cc1c(C)[n+](=O)c2c(n1[O-])C(Br)CCC2Br (stereo not drawn),10%,13,12%,6,9%,5,13%,?,0%
N#CCSc1ccc(S(=O)(=O)N2CCOCC2)cn1,6%,6,17%,-16,6%,2,-2%,-5%,4%
COCCCNc1nc2c([nH]1)c(=O)[nH]c(=O)n2C,-7%,2,4%,3,3%,2,0%,-1%,-1%
Cc1cc(=O)oc2c(CN3CCCCC3)c(O)ccc12,-1%,0,-3%,33,15%,0,0%,6%,-5%
COC(=O)c1ccc(C)c(NC(=O)CCc2ccc(OC)c(OC)c2)c1,0%,10,3%,7,4%,1,?,-3%,1%
Nn1c(SCC(=O)NC2CCCC2)nnc1-c1ccccc1F,12%,-24,-1%,-21,-1%,-6,11%,-4%,-15%
CC1=C(C(=O)OCc2ccc(C)cc2)C(c2c(Cl)cccc2Cl)CC(=O)N1 (stereo not drawn),-1%,/,/,/,/,3,-23%,/,1%
NC(=O)Cn1cnc(-c2ccccc2)c1,-2%,9,-4%,-22,-1%,3,22%,-3%,-4%
COc1cc(OC)cc(C(=O)N2CCC(C(=O)NCCc3ccccc3)CC2)c1,-2%,34,1%,-9,1%,-4,2%,-1%,17%
CC(C)c1ccc(NC(=O)CSc2nc3ccsc3c(=O)n2CCC(=O)O)cc1,-1%,45,-1%,11,8%,-5,13%,-13%,6%
COc1cccc(C(=O)NCC2CCCN2S(=O)(=O)c2cccs2)c1 (stereo not drawn),17%,-9,7%,2,5%,5,0%,-4%,4%
COc1cc(C(=O)NC2CCN(C)CC2)ccc1Nc1ncc2c(n1)N(C1CCC(O)CC1)CCC(=O)N2C (stereo not drawn),-4%,-2,?,0,-7%,-26,-20%,0%,?
O=C(Nc1ccccc1Cl)N1CCN(Cc2ccc3c(c2)OCO3)CC1,10%,-18,-9%,-22,1%,-12,-25%,-14%,0%
O=C(Nc1ccc(OC(F)(F)F)cc1)c1ccc2ccccc2n1,8%,35,-4%,-13,-9%,-10,-26%,-8%,-4%
O=C(COc1ccc(Cl)cc1Cl)N1CCN(C(=O)c2ccco2)CC1,12%,-15,5%,-16,1%,-5,?,-2%,5%
Cn1c(=O)n(Cc2ccco2)c(=N)c2c3c(sc21)CCC3,19%,14,-15%,-27,-28%,-20,-1%,-1%,0%
Cc1cc(Br)cn2c(Cc3cccc(F)c3)c(-c3ccccc3)nc12,-5%,0,?,0,-29%,-6,13%,/,0%
CO/N=C/C(=N\Nc1ccc(C)cc1)C(=O)c1ccc(OC)cc1,-11%,-10,?,31,2.9µM*,-4,4.6µM*,?,5.2µM*
COCCCn1c(=O)/c(=C\c2ccccc2OC(F)F)s/c1=C(/C#N)C(N)=O,5%,36,1%,5,8%,-5,21%,?,5%
Nc1nnc(SCC(=O)c2ccco2)s1,-13%,11,-1%,18,0%,-2,21%,-6%,0%
CCOc1ccccc1-c1nc(C(N)=O)c2[nH]c(=O)n(-c3ccccc3)c2n1,9%,-16,-5%,-15,-2%,-5,-17%,7%,-11%
CCOc1ccc2nc(SCC(=O)NCc3ccc(OC)cc3)[nH]c2c1,5%,0,2%,2,0%,-1,-1%,25%,-7%
CCCc1ccc(Oc2cc(NN3CCCCC3)c([N+](=O)[O-])cc2[N+](=O)[O-])cc1,-2%,47,-2%,?,-2%,-15,3%,?,0%
Cc1ccc(NS(=O)(=O)c2c(C(=O)N3CCCCCC3)c(C)n(C)c2C)c(Cl)c1,-1%,-14,0%,-1,0%,3,-12%,3%,4%
COc1ccc(OC)c(CCNC(=O)Cc2ccc(NC3=NC4CS(=O)(=O)CC4S3)cc2)c1 (stereo not drawn),-6%,-8,8%,6,6%,-3,8%,-12%,-14%
C(=N\Nc1nc2ccccc2[nH]1)/c1ccncc1,20%,-22,18%,-2,16%,2,0%,-7%,-2%
COc1ccc(C(CNC(=O)c2oc3ccccc3c2C)N2CCCC2)cc1 (stereo not drawn),?,-13,-14%,?,-12%,-18,?,1%,-9%
CCn1ccc2cc(S(=O)(=O)N3CCCN(C(=O)Nc4ccc(C)c(F)c4)CC3)ccc21,6%,/,/,/,/,-6,?,/,?
Cc1ccc(NC(=O)Cn2nnc3ccccc32)c(C)c1,5%,5,10%,-4,0%,0,-5%,-4%,0%
Cc1cccc(NC(=S)NCc2ccc3c(c2)cc(C)n3C)c1C,-1%,-4,-2%,-15,-9%,-2,1%,?,?
CCN(C(=O)COC(=O)CNS(=O)(=O)c1ccc(C)cc1)C1CCS(=O)(=O)C1 (stereo not drawn),11%,-6,11%,-1,0%,5,28%,/,-5%
O=C(CC(C(=O)O)C1CCCO1)NCCc1ccc2c(c1)OCO2 (stereo not drawn),1%,-1,1%,-6,-7%,-3,?,-1%,0%
COc1ccc(/C=N/NC(=O)c2nc(-c3ccccc3)n(-c3ccccc3)n2)cc1,-8%,-2,0%,-5,9%,-8,3%,-8%,17%
CCc1ccc(OC(C)C(=O)Nc2c(C(=O)c3ccccc3)oc3ccccc23)cc1 (stereo not drawn),-5%,/,/,/,/,2,?,/,0%
O=c1[nH]n2c(=O)c3c([nH]c2c1N=Nc1cccc(Cl)c1)CCC3,-28%,15,-10%,-11,-8%,-5,2%,-11%,-1%
COc1ccc(S(=O)(=O)Cc2ccc(C(=O)NCc3ccccn3)o2)cc1,-4%,15,-2%,-18,4%,4,2%,0%,2%
COc1ccc(NC(=O)CC2SC3=NCCN3C2=O)cc1 (stereo not drawn),0%,10,2%,6,9%,9,2%,-2%,0%
Cc1cc2ccccn2c1C(C[N+](=O)[O-])c1ccc(N(C)C)cc1 (stereo not drawn),0%,7,-1%,0,-23%,6,-1%,25%,-2%
CCOC(=O)c1c(-c2cc(OC)c(OC)c(OC)c2)csc1N,-7%,25,-22%,0,?,-8,?,/,?
CCC(C)[C@H](NC(=O)N1CC(=O)Nc2ccccc21)C(=O)NC(C)CCc1ccccc1 (stereo partly drawn),2%,-2,10%,2,18%,7,-8%,-10%,6%
CCc1nnc(NC(=O)CCc2ccc(C)o2)s1,-5%,-11,-3%,10,?,23,-1%,-6%,-9%
COc1cccc(S(=O)(=O)Nc2noc3ccccc23)c1,-5%,-6,-3%,-15,-3%,-6,-12%,-3%,0%

Molecules listed so far with two or more sulfur atoms, in the order listed:
Molecule,GLP1R ag,IL1B secr inh,HT1080-NT tox,D3 antag,HT1080 IDH1KD tx,DRD3 agonist,KB-V1 MDR tox,SW480 rerep,KB-3-1 cytotox
N#CCSc1ccc(S(=O)(=O)N2CCOCC2)cn1,6%,6,17%,-16,6%,2,-2%,-5%,4%
CC(C)c1ccc(NC(=O)CSc2nc3ccsc3c(=O)n2CCC(=O)O)cc1,-1%,45,-1%,11,8%,-5,13%,-13%,6%
COc1cccc(C(=O)NCC2CCCN2S(=O)(=O)c2cccs2)c1 (stereo not drawn),17%,-9,7%,2,5%,5,0%,-4%,4%
Nc1nnc(SCC(=O)c2ccco2)s1,-13%,11,-1%,18,0%,-2,21%,-6%,0%
COc1ccc(OC)c(CCNC(=O)Cc2ccc(NC3=NC4CS(=O)(=O)CC4S3)cc2)c1 (stereo not drawn),-6%,-8,8%,6,6%,-3,8%,-12%,-14%
CCN(C(=O)COC(=O)CNS(=O)(=O)c1ccc(C)cc1)C1CCS(=O)(=O)C1 (stereo not drawn),11%,-6,11%,-1,0%,5,28%,/,-5%

Reformatted field by field: part of the list above.
COc1ccc(S(=O)(=O)Cc2ccc(C(=O)NCc3ccccn3)o2)cc1
  GLP1R ag = -4%
  IL1B secr inh = 15
  HT1080-NT tox = -2%
  D3 antag = -18
  HT1080 IDH1KD tx = 4%
  DRD3 agonist = 4
  KB-V1 MDR tox = 2%
  SW480 rerep = 0%
  KB-3-1 cytotox = 2%

COc1ccc(NC(=O)CC2SC3=NCCN3C2=O)cc1 (stereo not drawn)
  GLP1R ag = 0%
  IL1B secr inh = 10
  HT1080-NT tox = 2%
  D3 antag = 6
  HT1080 IDH1KD tx = 9%
  DRD3 agonist = 9
  KB-V1 MDR tox = 2%
  SW480 rerep = -2%
  KB-3-1 cytotox = 0%
